High-throughput results: PubChem, several laboratories
CendR NRP1 mod = modulators of CendR peptide binding to NRP-1, primary screen, biochemical, fluorescence polarization, uHTS | Neuropilin-1 (Homo sapiens), O14786 | FAM-RPARPAR peptide binding to NRP-1 | hit rate 0.85% among 360,000 | inhibition, % at 25 µM;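 active = inhibition or corrected inhibition above about 18%, plus a signal ratio from 0.5 to 1.5, limit read from the data, passing the limit was not always enough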; also: strong numbers were not always called active
SUMO1 PPI mod = modulators of SUMO1 protein-protein interactions, primary screen, biochemical, uHTS; SUMO1 binding to a labelled peptide, TR-FRET, 1 h; inhibition, % at 20 µM; hit rate 0.33% among 360,000; in the data active = inhibition above about 37%
MsrA inh = bovine MsrA enzyme inhibitors, primary screen, biochemical, absorbance, HTS; purified bovine MsrA, absorbance read-out; hit rate 0.75% among 360,000; inhibition, % at 15.5 µM; Methionine sulfoxide reductase A (Bos taurus); in the data active = inhibition above about 4.5%;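 also: 0% = vehicle wells with enzyme and 100% = reference inhibitor wells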
TbMetRS inhib = T. brucei MetRS inhibitors, primary screen, biochemical, luminescence | inhibition, % at 11.9 µM | purified T. brucei MetRS, ATP depletion, Kinase-Glo luminescence | hit rate 0.4% among 360,000;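 active = inhibition above a per-plate cutoff of the control wells' mean inhibition plus 3 SD, cut at about 5.5% in these data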;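 also: 0% = DMSO wells median and 100% = median of wells with control inhibitor compound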
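Dosing: 11.9 µM single point; system: parasite MetRS enzyme; technique: luminescence of leftover ATP; times: 15 min enzyme-compound preincubation, 2 h reaction, 10 min detection, 25 °C; replicates: each compound tested once; read-out basis: percent inhibition relative to median high and low control wells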
STEP block = STEP phosphatase inhibitors, primary screen, biochemical, fluorescence intensity, uHTS; Tyrosine-protein phosphatase non-receptor type 5 (Homo sapiens), P54829; recombinant STEP, OMFP fluorogenic substrate; inhibition, % at 20 µM; hit rate 0.25% among 360,000; AID 588621, 2011;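 active = inhibition at 20 µM, scaled per plate between control wells, above about 37%, limit read from the data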;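 also: 0% = DMSO with enzyme and substrate and 100% = substrate only without enzyme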
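Also added – OMFP at 25 µM · Test system – STEP tyrosine phosphatase · Technique – FITC-channel fluorescence of OMFP product · Schedule – 20 min at room temperature, dark · Evaluation – control-normalized % inhibition with plate pattern correction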
Scp1 inh = Scp-1 phosphatase inhibitors, primary screen, biochemical, colorimetric, uHTS. Carboxy-terminal domain RNA polymerase II polypeptide A small phosphatase 1 (Homo …. Recombinant Scp1, phosphopeptide, malachite green phosphate absorbance. inhibition, % at 20 µM. hit rate 0.88% among 340,000. AID 493091, 2011;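 active = inhibition above about 50% at 20 µM, limit read from the data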;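 also: plate controls were DMSO wells with enzyme for no effect and wells lacking enzyme for full effect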
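Material – SCP-1 phosphatase catalytic domain, residues 76-261 · Buffer or medium – Acidic Tris acetate buffer with magnesium and detergent · Also added – Phospho 17-mer peptide substrate · Compound – single 20 µM dose, 1% DMSO · Times – 45 min room-temperature reaction, 5 min colour, 30 min stabiliser · Technique – Phosphate-binding colour reagent, absorbance read at 630 nm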
eLon inh = inhibitors of E. coli Lon protease, primary screen, biochemical, fluorescence polarization. P0A9M0. purified E. coli Lon protease. inhibition, % at 7.94 µM. hit rate 0.42% among 360,000. AID 602123, 2011; in the data active = inhibition above about 13%, passing the limit was not always enough;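 also: 0% = enzyme with probe and DMSO and 100% = no enzyme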
bovine MsrA act = bovine MsrA enzyme activators, primary screen, biochemical, absorbance, HTS; Methionine sulfoxide reductase A (Bos taurus); purified bovine MsrA, absorbance read-out; activation, % at 10.6 µM; hit rate 0.3% among 360,000; AID 602163, 2012; in the data active = activation above about 7.5%;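 also: 0% = vehicle and 100% = reference activator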
DNMT1 inh = human DNMT1 methyltransferase inhibitors, primary screen, biochemical, molecular beacon, fluorescence, HinP1I cleavage, uHTS; DNA (cytosine-5)-methyltransferase 1 (Homo sapiens), P26358; inhibition (reported as % activation of signal), % at 10 µM; hit rate 0.83% among 360,000; AID 588458, 2011; in the data active = inhibition above about 50%
Target sequence (P26358 504-1616 limits assumed): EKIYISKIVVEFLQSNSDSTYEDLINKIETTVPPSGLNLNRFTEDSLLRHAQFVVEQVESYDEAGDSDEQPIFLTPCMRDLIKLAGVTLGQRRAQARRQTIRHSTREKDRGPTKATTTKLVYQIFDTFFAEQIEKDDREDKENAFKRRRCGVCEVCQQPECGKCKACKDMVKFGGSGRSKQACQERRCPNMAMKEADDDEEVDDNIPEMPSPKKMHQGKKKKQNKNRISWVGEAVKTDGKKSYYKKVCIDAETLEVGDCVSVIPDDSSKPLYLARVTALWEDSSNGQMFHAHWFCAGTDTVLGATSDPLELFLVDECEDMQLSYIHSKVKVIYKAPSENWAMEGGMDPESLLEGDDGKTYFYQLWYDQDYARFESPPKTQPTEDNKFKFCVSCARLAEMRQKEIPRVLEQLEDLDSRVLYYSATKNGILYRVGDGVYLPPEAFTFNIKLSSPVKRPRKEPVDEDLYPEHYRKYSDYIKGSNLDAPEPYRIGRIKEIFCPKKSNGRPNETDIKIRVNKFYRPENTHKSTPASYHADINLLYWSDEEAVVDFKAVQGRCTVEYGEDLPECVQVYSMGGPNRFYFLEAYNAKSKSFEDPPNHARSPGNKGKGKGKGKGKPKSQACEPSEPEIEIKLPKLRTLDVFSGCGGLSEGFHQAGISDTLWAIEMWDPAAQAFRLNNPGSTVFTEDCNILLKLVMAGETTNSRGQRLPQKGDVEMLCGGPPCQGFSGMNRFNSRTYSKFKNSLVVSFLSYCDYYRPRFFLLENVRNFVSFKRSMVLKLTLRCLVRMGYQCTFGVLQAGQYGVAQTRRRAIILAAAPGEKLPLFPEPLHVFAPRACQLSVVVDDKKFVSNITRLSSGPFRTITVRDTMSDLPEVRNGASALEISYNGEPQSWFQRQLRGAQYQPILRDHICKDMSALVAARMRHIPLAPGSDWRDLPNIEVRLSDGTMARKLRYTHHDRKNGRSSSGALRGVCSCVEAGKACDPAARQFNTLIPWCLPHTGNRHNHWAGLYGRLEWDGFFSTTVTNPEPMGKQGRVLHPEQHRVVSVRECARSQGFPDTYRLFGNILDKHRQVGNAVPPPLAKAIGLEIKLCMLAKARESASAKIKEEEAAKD
LMPTP inh = LMPTP phosphatase inhibitors, primary screen, biochemical, fluorescence intensity, uHTS | AID 651560, 2012 | recombinant LMPTP-A, OMFP fluorogenic substrate | Low molecular weight phosphotyrosine protein phosphatase (Homo sapiens), P24666 | hit rate 0.22% among 360,000 | inhibition, % at 20 µM;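 active = compounds that cut the enzyme signal by at least half of the control window in the single-dose screen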;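 also: plate controls were DMSO wells with enzyme plus substrate for no effect and substrate without enzyme for full effect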
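Test system: LMPTP-A, protein tyrosine phosphatase of low molecular weight; Input: 0.625 nM enzyme; Incubation: 50 min dark incubation at room temperature; Signal: endpoint fluorescence intensity from OMFP dephosphorylation; Read-out basis: % inhibition versus control wells.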
* marks the source's active call; other numbers are inactive results; x = not tested or not shown; & = joins results of further samples.

Each structure is followed by: CendR NRP1 mod	SUMO1 PPI mod	MsrA inh	TbMetRS inhib	STEP block	Scp1 inh	eLon inh	bovine MsrA act	DNMT1 inh	LMPTP inh
1: COCCc1ccc(OC2(C)CCN(Cc3cccc(OCOC)c3)C2)cc1 (stereo not drawn)
 : 4	-4	0.9	-0.3	2	x	-15	-4	-3	-1.6
2: CC(C)(C)c1ccc(NC(=O)COC(=O)CCc2nc3ccccc3c(=O)[nH]2)cc1
 : -19	2	0.6	-0.7	-3	-5	-16	-5	7	-0.5
3: COC(=O)c1ccccc1OCC(=O)N1CCN(c2ccc(OC)cc2)CC1
 : 4	2	-1.0	-0.8	-3	3	-1	-1	2	-0.9
4: Cc1nc2c3ccccc3nc(NNC(=O)CCC(=O)NCCC(C)C)n2n1
 : 15	3	0.9	0.8	-3	-5	10	0	2	-2.6
5: CN1CCN(NC(=O)c2cn(-c3ccccc3)nc2-c2cccs2)CC1
 : -4	4	-1.0	-0.7	2	-4	-2	-4	2	-0.6
6: O=C(C=Cc1cccs1)c1ccc(Cl)s1
 : 9	-18	1.4	-0.3	0	-13	-6	-2	12	1.2
7: CC(NC(=O)Nc1ccccc1C(F)(F)F)C1CCCO1 (stereo not drawn)
 : -6	-1	-0.5	-0.3	-3	9	-11	-4	1	-0.4
8: COC(=O)c1nnn(-c2nonc2N)c1COc1ccc(C=O)cc1OC
 : 14	4	-1.4	1.2	0	-3	10	-4	27	-2.6
9: O=C(Nc1c2c(nn1-c1ccc([N+](=O)[O-])cc1)CS(=O)(=O)C2)c1ccco1
 : -2	-21	1.8	0.5	0	1	-3	-2	1	-0.4
10: Nc1cc(C(F)(F)F)ccc1OCC1CCCO1 (stereo not drawn)
 : -1	-3	-0.6	-0.3	-1	-2	-1	1	0	0.7
11: CC(=O)NC1(C(F)(F)F)C(=O)Nc2c1c(=O)[nH]c(=O)n2CCc1ccccc1 (stereo not drawn)
 : 9	-14	-0.8	-1.2	1	9	5	-9	2	-0.5
12: O=C(CN1C(=O)/C(=C/c2ccccc2)SC1=S)N1CCN(CCc2ccccn2)CC1
 : 11	-32	3.7	-0.3	1	-4	-3	-3	-4	3.5
13: O=C(/C=C/c1ccc(O)c(O)c1)O[C@@H]1C[C@](O)(C(=O)O)C[C@@H](O)[C@H]1O
 : -2&5	-9&-9	3.0&2.7	0.5&-0.2	-1&-1	-3&-6	-8&7	-4&-5	8&15	-1.4&-1.4
14: C(=N\N1CCN(C2c3ccccc3-c3ccccc32)CC1)/c1cccnc1
 : -7	-3	0.6	-1.2	3	-2	4	3	-5	3.9
15: CC1CCN(S(=O)(=O)c2ccc3c(c2)CCN3C(=O)CCC(=O)O)CC1
 : 9	1	-0.3	0.2	0	-4	4	-1	11	-0.1
16: N#CCC(=O)NNC(=S)Nc1ccccc1C(F)(F)F
 : -9	-3	-0.2	0.0	-3	-6	-3	-2	-1	-1.8
17: C=CCn1c(SCCOc2ccccc2)nnc1C(C)NC(=O)c1ccccc1 (stereo not drawn)
 : -2	3	0.0	-0.1	-2	-7	5	4	1	-1.3
18: CCOc1ccc2nc(/N=C/c3nc(-c4ccccc4)oc3O)sc2c1
 : -23	3	0.8	-0.5	4	36	-60	-7	20	5.2
19: O=C(NCc1ccc(F)cc1)c1ccc(CS(=O)(=O)c2ccc(Br)cc2)o1
 : 2	-8	-0.7	-0.2	0	1	1	-1	0	-0.3
20: O=C(Nc1ccc(F)cc1)Nc1nnc(-c2ccccc2)o1
 : -8	-8	-0.2	-0.8	-1	-4	-4	-10	-1	-0.3
21: Cc1cc([N+](=O)[O-])nn1CCCC(=O)Nc1sc2c(c1C(N)=O)CCCC2
 : -7	4	0.3	-0.7	16	-2	-5	-6	0	4.1
22: CN(c1ccc(C(=O)N2CCCCC2)cc1)S(C)(=O)=O
 : -13	4	-1.0	-1.4	-2	-4	3	-12	1	0.0
23: O=S(=O)(Nc1ncnc2sc3c(c12)CCC3)c1cc(F)ccc1F
 : 0	7	-0.8	-0.3	0	-2	-6	-5	3	0.7
24: O=C(NC(=S)NC1CCSC1=O)c1ccccc1Cl (stereo not drawn)
 : -7	3	1.1	0.2	4	-5	-6	-2	3	-1.1
25: Cc1oc(-c2cccs2)nc1CNC[C@H]1O[C@@H](n2cnc3c(N)ncnc32)[C@H](O)[C@@H]1O
 : 2	-1	-0.1	1.3	-1	-5	-9	-2	0	-0.2
26: COc1ccccc1CNC(=O)C(=O)NCC1OCCN1S(=O)(=O)c1cccs1 (stereo not drawn)
 : 7	1	0.9	-0.3	-1	-16	5	0	-2	1.5
27: CC1CCCN(CCCNC(=O)c2cc3c(s2)-c2ccccc2OC3)C1 (stereo not drawn)
 : 6	-15	2.2	0.3	3	-6	-6	0	1	3.0
28: CCN(CC)C(=O)CSc1nnc(-c2ccccc2)n1-c1ccccc1
 : -8	-5	0.1	-2.1	-3	0	0	-3	-3	-0.6
29: CC(C)CC(=O)NC(=S)Nc1ccc(S(=O)(=O)N2CCN(C)CC2)cc1
 : 2	-1	0.2	-1.7	0	3	6	-15	1	0.6
30: CCOc1ccc(NS(=O)(=O)c2cc(NC(=O)CCC(=O)c3cccs3)ccc2Cl)cc1
 : -3	9	0.2	-0.1	-1	-15	-7	-2	-12	4.9

One compound at a time (already shown):
Record of O=C(NCc1ccc(F)cc1)c1ccc(CS(=O)(=O)c2ccc(Br)cc2)o1 → CendR NRP1 mod: 2; SUMO1 PPI mod: -8; MsrA inh: -0.7; TbMetRS inhib: -0.2; STEP block: 0; Scp1 inh: 1; eLon inh: 1; bovine MsrA act: -1; DNMT1 inh: 0; LMPTP inh: -0.3
Record of N#CCC(=O)NNC(=S)Nc1ccccc1C(F)(F)F → CendR NRP1 mod: -9; SUMO1 PPI mod: -3; MsrA inh: -0.2; TbMetRS inhib: 0.0; STEP block: -3; Scp1 inh: -6; eLon inh: -3; bovine MsrA act: -2; DNMT1 inh: -1; LMPTP inh: -1.8

The list goes on.
Each structure is followed by: CendR NRP1 mod	SUMO1 PPI mod	MsrA inh	TbMetRS inhib	STEP block	Scp1 inh	eLon inh	bovine MsrA act	DNMT1 inh	LMPTP inh
31: O=C(Nc1c2c(nn1-c1ccccc1)CS(=O)C2)c1ccco1 (stereo not drawn)
 : -8	-1	0.2	-0.4	3	-9	-16	-2	-1	-0.6
32: Cc1ccc(C(=O)O/N=C/c2ccc3c(c2)OCO3)cc1
 : 1	-1	-0.6	0.4	-5	-8	-5	-2	1	-1.8
33: CC1CCCCC1NC(=O)COC(=O)c1ccc([N+](=O)[O-])o1 (stereo not drawn)
 : -27	-22	-0.5	-0.5	-1	1	11	-5	-8	-0.8
34: O=C(COc1ccc(F)cc1)c1ccc2c(c1)CCCC2
 : 1	1	0.2	-0.6	-1	-3	-2	0	4	2.0
35: CCS(=O)(=O)N1Cc2ccccc2CC1C(=O)Nc1ccc(OC)cc1OC (stereo not drawn)
 : -1	1	-0.4	-0.8	-2	-9	4	-3	-2	-0.4
36: CCN(CC(=O)NC1CCCC1)S(=O)(=O)c1ccc(F)cc1
 : 0	2	-0.2	0.1	0	-2	-2	0	3	0.1
37: Cc1ccc(C(O)c2ncc(-c3ccccc3C)[nH]2)cc1 (stereo not drawn)
 : -1	5	0.1	-0.1	0	x	18	-4	3	-0.9
38: COc1ccc([N+](=O)[O-])cc1/C=N/NC(=O)/C(=C\c1cccs1)NC(=O)c1ccccc1
 : 3	-12	2.7	-0.3	4	-1	5	-9	-1	1.3
39: Cc1cc(-c2n[nH]c(=S)n2-c2ccccc2C)cs1
 : -9	4	-0.9	-0.6	0	-3	-4	6	-2	0.0
40: Cc1cccc(N(C)S(=O)(=O)c2cc3c(cc2C)n(C)c(=O)c(=O)n3C)c1
 : 1	1	0.9	0.5	2	3	11	1	1	-0.2
41: CCOC(=O)C1=CNS(=O)(=O)NC1c1cccc(O)c1 (stereo not drawn)
 : -14	1	0.2	0.6	-1	4	4	0	-2	-2.0
42: CNC(=O)c1c(C)nc(SCC(=O)NCc2ccc(OC)cc2)c(C#N)c1-c1ccco1
 : -1	-8	1.0	-0.1	-2	-11	-2	-5	-3	-1.0
43: O=S(=O)(c1ccc2c(c1)C(=NO)c1cc(S(=O)(=O)N3CCCCC3)ccc1-2)N1CCCCC1
 : 9	-1	-1.1	-0.1	4	-1	-11	0	-1	2.7
44: COc1cccc(NC(=O)c2cc(-c3ccco3)nc3ccccc23)c1
 : -26	2	2.5	-0.8	8	66*	3	-6	17	4.0
45: CCN(CC)c1ccc(C2C(C(C)=O)C(=O)CC(C)(O)C2C(C)=O)cc1 (stereo not drawn)
 : 0	5	-0.7	-2.2	-3	0	2	-11	1	-0.6
46: COc1ccc(NC(=S)NCCCN2CCN(C3CCCCC3)CC2)cc1
 : 10	0	-0.7	0.2	10	-5	1	-3	-2	-2.8
47: CC(=O)c1ccc(NC(=O)NNS(=O)(=O)c2ccc([N+](=O)[O-])cc2)cc1
 : 6	-30	1.0	1.1	-2	7	-11	-9	0	-0.7
